# SIAE inh: human SIAE inhibitors, primary screen, biochemical, fluorescence polarization, FP-Rh probe, 1536-well HTS. Sialate O-acetylesterase (Homo sapiens), Q9HAT2. SIAE FP-Rh probe binding. inhibition, % at 9.66 µM. 0.69% of 370,000 active. AID 1053197, 2014;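 active means inhibition above a cutoff: mean of compounds within the control limits plus 3 SD of those, cut at about 17% in these data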;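 further: 0% = plate median of compound wells and 100% = probe without SIAE protein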
# Target sequence (Q9HAT2 whole entry, looked up): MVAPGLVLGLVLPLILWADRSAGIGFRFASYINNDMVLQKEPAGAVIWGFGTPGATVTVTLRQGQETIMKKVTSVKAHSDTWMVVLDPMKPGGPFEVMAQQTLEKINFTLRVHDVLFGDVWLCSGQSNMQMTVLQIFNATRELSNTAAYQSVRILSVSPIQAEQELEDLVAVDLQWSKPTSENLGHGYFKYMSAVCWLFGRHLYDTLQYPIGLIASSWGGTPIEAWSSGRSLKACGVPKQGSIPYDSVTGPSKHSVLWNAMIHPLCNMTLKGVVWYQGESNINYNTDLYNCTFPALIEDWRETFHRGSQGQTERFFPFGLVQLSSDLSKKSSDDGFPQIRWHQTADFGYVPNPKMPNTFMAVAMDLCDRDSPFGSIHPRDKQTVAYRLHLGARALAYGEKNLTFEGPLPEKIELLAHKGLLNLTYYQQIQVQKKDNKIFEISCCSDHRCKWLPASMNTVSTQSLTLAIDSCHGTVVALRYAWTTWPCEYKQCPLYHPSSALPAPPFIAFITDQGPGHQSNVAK
# PRMT1 inh: PRMT1 methyltransferase inhibitors, primary screen, biochemical, fluorescence polarization; Protein arginine N-methyltransferase 1 (Homo sapiens), Q99873; recombinant PRMT1, activity-based probe fluorescence polarization; inhibition, % at 2.79 µM; 1.3% of 370,000 active; AID 652257, 2013;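 active means inhibition above about 21% made by adding two undisclosed values, limit read from the data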
# MBD2 DNA inh: inhibitors of MBD2 binding to methylated DNA, primary screen, biochemical, TR-FRET, DNA-binding domain, human; Methyl-CpG-binding domain protein 2 (Homo sapiens), Q9UBB5; MBD2 binding to methylated oligonucleotide; inhibition, % at 4.4 µM; 0.31% of 370,000 active; AID 686964, 2013; in the data active means inhibition above about 13%
# NPR1 activator: GC-A stimulated cGMP production enhancers – HEK293 GC-A cells, cGMP TR-FRET, EC30 ANP, primary screen; Atrial natriuretic peptide receptor 1 (Homo sapiens), P16066; 0% at EC30 ANP, 100% saturating ANP; activation, % at 10 µM; 0.14% of 370,000 active; in the data active means activation above about 40%
# UHRF1 binding: UHRF1 methylated DNA binding inhibitors, primary screen, counter-screen for MBD2 inhibitor project, biochemical, TR-FRET, human UHRF1, single concentration; E3 ubiquitin-protein ligase UHRF1 (Homo sapiens), Q96T88; UHRF1 binding to methylated oligo; inhibition, % at 4.4 µM; 0.75% of 370,000 active; AID 687016, 2013; in the data active means inhibition above about 21%;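 further: UHRF1 SRA domain binding a hemimethylated CpG hairpin DNA probe; 0% = median of test compound wells and 100% = reference inhibitor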
# GC-B act: human GC-B receptor activators, primary screen, HEK293 GC-B cells, cGMP TR-FRET, EC30 CNP. 0% at EC30 CNP, 100% saturating CNP. activation, % at 10 µM. 0.11% of 370,000 active. AID 1920062, 2024;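 active means activation at 10 µM reaching about 35% in either raw or pattern-adjusted values, limit read from the data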
# HTRA1 inhibitor: HTRA1 serine protease inhibitors, primary screen, biochemical, fluorescence polarization, HTS. Q92743. recombinant HTRA1, FP-rhodamine activity-based probe. inhibition, % at 5.96 µM. 0.5% of 340,000 active; in the data active means inhibition above about 36%;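 further: 0% = enzyme with DMSO and 100% = wells lacking enzyme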
# Target sequence (Q92743 whole entry, looked up): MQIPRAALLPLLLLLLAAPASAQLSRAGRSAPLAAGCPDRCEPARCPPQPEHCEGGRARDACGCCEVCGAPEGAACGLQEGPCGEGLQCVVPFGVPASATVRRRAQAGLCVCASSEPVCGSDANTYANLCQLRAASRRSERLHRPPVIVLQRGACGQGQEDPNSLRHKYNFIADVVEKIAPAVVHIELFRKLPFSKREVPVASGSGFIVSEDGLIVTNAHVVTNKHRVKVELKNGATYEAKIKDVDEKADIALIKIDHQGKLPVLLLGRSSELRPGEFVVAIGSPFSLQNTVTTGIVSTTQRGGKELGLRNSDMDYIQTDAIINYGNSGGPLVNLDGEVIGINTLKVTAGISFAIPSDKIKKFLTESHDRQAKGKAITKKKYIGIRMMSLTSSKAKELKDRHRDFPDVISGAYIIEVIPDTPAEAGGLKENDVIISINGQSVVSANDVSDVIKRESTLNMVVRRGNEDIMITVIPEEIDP
# TCR-CD3 inh: inhibitors of human TCR-CD3 interaction, primary screen, biochemical, fluorescence, TAMRA-labeled TCR probe. T-cell receptor (TCR). inhibition, % at 9.4 µM. 0.37% of 360,000 active; in the data active means inhibition above about 19%;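 further: recombinant mutant TCR 2C K166C tagged with TAMRA read by polarization; 0% = receptor in buffer alone and 100% = receptor with positive control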
# rCAG RNA binder: binders of r(CAG) RNA repeats, primary screen, biochemical, fluorescence; 1.3% of 370,000 active; inhibition, % at 3 µM; r(CAG) RNA repeat, TO-PRO-1 dye displacement fluorescence;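 active means inhibition above the plate cutoff, the mean of all test compounds on that plate plus 3 SD, cut at about 35% in these data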;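 further: 0% = DMSO alone and 100% = 100 µM mitoxantrone as full dye displacement; higher means more dye released from RNA so lower well fluorescence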
# mABHD4 FP: ABHD4 inhibitors, primary screen, biochemical, fluorescence polarization, mouse; (Lyso)-N-acylphosphatidylethanolamine lipase (Mus musculus), Q8VD66; purified mABHD4, FP-Rh probe fluorescence polarization; inhibition, % at 8.92 µM; 0.54% of 370,000 active; AID 720543, 2013;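 active means inhibition exceeding the mean over every tested compound plus 3 SD, cut at about 30% in these data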;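 further: 0% = plate median of compound wells and 100% = S159A mutant with DMSO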
#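 Material: mouse ABHD4 enzyme, wild type; Benchmarks: S159A mutant high control, sample median low control; Buffer or medium: HEPES pH 7.0, NaCl, Pluronic buffer; Signal: fluorescence polarization; Read-out: percent inhibition of probe binding, normalized to plate controls; Timing: pre-incubation 45 min, probe exposure 60 min, at 25 °C; Dosing: 8.92 µM, single dose.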
# Active calls of the source: *; / = not tested or not shown.
structure,SIAE inh,PRMT1 inh,MBD2 DNA inh,NPR1 activator,UHRF1 binding,GC-B act,HTRA1 inhibitor,TCR-CD3 inh,rCAG RNA binder,mABHD4 FP
CC(=O)Oc1ccc(-c2csnn2)cc1,-3.9,2.4,3.3,-1.8,4.0,-2.7,-4.8,-7.0,6.4,1.9
Cn1c(C(C#N)C(=O)Cc2cccc3ccccc23)nc2ccccc21 (stereo unspecified),-2.1,-0.9,1.0,3.2,3.8,7.3,1.1,1.1,6.6,4.5
CCCCCNCc1ccc(OCc2ccc(Cl)nc2)c(OC)c1,2.1,1.5,6.8,-1.3,3.1,-3.7,-1.2,2.9,7.8,3.0
O=C1NN(c2cccc(Br)c2)C(=O)/C1=C/c1cccs1,6.2,4.0,2.9,-4.0,3.9,-1.6,8.0,-1.4,15.1,4.7
CCn1nc(C)c(CN2CCN(Cc3cccc(OC)c3)C(CCO)C2)c1C (stereo unspecified),-0.9,2.4,0.7,-0.4,3.4,-4.1,-4.7,-0.3,-3.2,-1.3
COc1ccc(-c2c[n+]3c4n2CCCCC4=C(c2ccc(Br)cc2)C3)cc1,-0.1,1.4,-3.9,6.7,0.3,1.3,52.4*,-9.0,15.9,1.9
COc1ccccc1-c1sc2cc3c(cc2c1C#Cc1ccccn1)OCO3,-6.4,4.5,7.1,-16.2,17.5,-15.2,-54.0,4.7,11.5,-19.6
COc1cccc(CNc2ncnc3ccc(-c4c(C)noc4C)cc23)c1,5.0,-1.0,-0.5,51.0*,-0.9,56.1*,-12.5,1.5,-7.7,-12.9
COc1ccc(-n2nc3c(N4CCC(C(=O)N5CCC(C)CC5)CC4)nnc(C)c3c2C)cc1,-6.0,-4.2,2.4,3.9,0.2,-9.5,-11.0,2.6,-9.9,-0.5
Cc1onc(-c2ccccc2Cl)c1C(O)c1ccc(F)cc1 (stereo unspecified),4.3,-3.5,-2.8,0.1,-0.8,9.9,-3.4,7.4,-1.7,-6.6
COc1ccc(C2=NN(C(=O)c3cccc([N+](=O)[O-])c3)C(c3cccc([N+](=O)[O-])c3)C2)cc1 (stereo unspecified),-5.8,-0.7,-0.7,1.4,-0.6,0.6,-9.6,4.6,4.8,-11.1
O=c1c2ccccc2nnn1CSc1nnc(Nc2ccccc2)s1,-2.5,0.6,-3.1,-8.2,1.7,-1.8,-4.9,-3.0,6.5,-0.4
Nc1nc(SCC(=O)NC2CCCCC2)[nH]c(=O)c1-c1ccccc1,1.0,0.4,4.6,5.0,3.2,-1.6,-4.5,-4.8,-1.4,-1.1
CC1CN(C(=O)CCNC(=O)c2ccc(Cl)cc2)CC(C)O1 (stereo unspecified),-0.3,-2.3,-0.9,5.1,-0.3,-2.5,-2.0,0.6,-4.4,4.1
N/C(COc1cccc(Cl)c1)=N\NS(=O)(=O)c1ccccc1,5.4,-2.5,-0.3,-4.5,0.8,-1.1,-2.5,-0.3,-3.1,0.9
CC(C)(C)n1nc2c(c1NC(=O)c1c(F)cccc1F)CS(=O)(=O)C2,1.3,-0.8,3.0,1.5,-2.5,5.5,-4.6,4.1,-0.7,-3.9
COc1cc(C(=O)N/N=C/c2cn(Cc3ccccc3)c3ccccc23)ccc1O,25.1*,0.4,2.1,-2.6,2.8,2.2,0.0,8.6,11.8,11.5
CC(C)CNC(=S)N1CCC(Cc2ccccc2)CC1,-7.2,-1.9,-3.2,1.9,17.1,4.0,-3.1,5.8,-8.1,-5.8
CN1CCN(c2ncccc2S(=O)(=O)N2CCCCC2)CC1,1.1,-2.5,-3.8,-1.4,-2.1,4.0,-6.5,8.4,-2.3,4.0
COC(=O)c1ccc(CNC(=O)COC(=O)c2cccs2)cc1,-0.9,-2.9,-3.8,-1.3,0.4,2.3,0.6,1.2,3.3,-2.3
CS(=O)(=O)N1CCN=C1SCc1ccc(F)cc1,-2.3,5.5,3.1,11.1,0.5,3.1,-22.5,-6.0,-1.8,3.0
O=C1CCSC2=C1SCc1sccc12,9.0,5.3,-1.2,-0.8,-0.9,-3.2,/,-6.6,3.8,6.0
Cc1ccc(C(=O)Cn2nnc(-c3ccccc3-n3cnnn3)n2)cc1,-7.9,0.8,0.7,8.0,5.8,2.4,5.9,5.3,2.6,-0.7
Cc1ccc2c(c1)C1(OCCCO1)C(=O)N2CC#N,-8.2,0.7,1.6,4.3,-1.2,2.6,-1.6,3.2,-4.8,0.7
CC(=O)n1cc([C@H]2C=C(C(=O)N3CCOCC3)O[C@@H](OCCCCO)C2)c2ccccc21,-3.9,0.3,6.8,-1.2,3.2,2.8,-1.7,2.9,0.7,1.3
COc1ccc(C(=O)NC(=S)Nc2cccc(S(=O)(=O)N3CCOCC3)c2)cc1,-2.8,-1.3,-4.6,-0.6,-1.3,5.5,-11.3,5.5,0.5,0.5
COc1ccc2nc(NC(=O)Cn3cnc4c(=O)n(C)c(=O)n(C)c43)sc2c1,-3.1,1.2,-2.6,0.1,4.7,-0.4,-0.6,4.6,10.1,0.6
CC(CN1c2ccccc2Sc2ccccc21)N(C)C (stereo unspecified),5.8,-0.2,-1.8,-15.1,4.1,-12.6,7.7,5.2,2.2,3.9
Cc1ccc(-c2nn(-c3ccccc3)cc2/C=N/n2c(-c3cccs3)n[nH]c2=S)cc1,3.2,-5.0,-1.5,-5.0,-1.7,-4.4,/,-2.1,5.8,1.6
COc1cc(C)nc2nc(SCc3ccccc3)nn12,-6.6,-0.7,-1.8,-3.3,3.2,-2.2,-1.6,2.7,0.1,-4.8
Nc1ccc(Br)c2cccnc12,4.4,5.9,-15.4,-2.5,4.1,-6.3,20.4,5.7,5.4,39.9*
C=CCc1cc(/C=N\NC(=O)CSc2nnc(CCCc3ccc(OC)c(C)c3)o2)cc(OC)c1O,7.9,-0.6,-1.6,-7.5,-1.9,-12.9,-11.0,6.5,4.7,-4.8

# Compound profiles, from the list above. Order of values: SIAE inh | PRMT1 inh | MBD2 DNA inh | NPR1 activator | UHRF1 binding | GC-B act | HTRA1 inhibitor | TCR-CD3 inh | rCAG RNA binder | mABHD4 FP
# C=CCc1cc(/C=N\NC(=O)CSc2nnc(CCCc3ccc(OC)c(C)c3)o2)cc(OC)c1O across the screens: 7.9 | -0.6 | -1.6 | -7.5 | -1.9 | -12.9 | -11.0 | 6.5 | 4.7 | -4.8
# CC(=O)n1cc([C@H]2C=C(C(=O)N3CCOCC3)O[C@@H](OCCCCO)C2)c2ccccc21 across the screens: -3.9 | 0.3 | 6.8 | -1.2 | 3.2 | 2.8 | -1.7 | 2.9 | 0.7 | 1.3
# COc1ccc(C(=O)NC(=S)Nc2cccc(S(=O)(=O)N3CCOCC3)c2)cc1 across the screens: -2.8 | -1.3 | -4.6 | -0.6 | -1.3 | 5.5 | -11.3 | 5.5 | 0.5 | 0.5
# CC(CN1c2ccccc2Sc2ccccc21)N(C)C (stereo unspecified) across the screens: 5.8 | -0.2 | -1.8 | -15.1 | 4.1 | -12.6 | 7.7 | 5.2 | 2.2 | 3.9

# Next part
structure,SIAE inh,PRMT1 inh,MBD2 DNA inh,NPR1 activator,UHRF1 binding,GC-B act,HTRA1 inhibitor,TCR-CD3 inh,rCAG RNA binder,mABHD4 FP
Cc1cc(NC(=O)c2cnn3cccnc23)n(-c2ccccc2)n1,0.3,1.5,0.0,2.9,0.8,2.6,-8.0,-7.7,6.4,0.1
C#CCN1C(=O)C(O)(CC(=O)/C=C/c2ccco2)c2ccccc21 (stereo unspecified),-5.7,2.3,-0.2,-3.3,2.9,-0.9,5.9,-0.4,7.6,0.7
CC(N)c1csc(Nc2ncccn2)n1 (stereo unspecified),-0.2,3.9,2.2,4.0,2.3,3.3,/,3.9,0.9,3.2
CN(C)CCn1c(=O)n(C2CCCCC2)c(=O)c2c3c(sc21)CCCCC3,-5.4,0.3,-2.9,2.9,0.5,2.6,3.8,-1.8,-1.5,-3.6
CCCCn1c(=O)[nH]c2nc3cc(NC(C)=O)ccc3nc2c1=O,0.3,8.0,-0.9,9.5,44.7*,-6.4,-3.3,-4.3,-9.2,2.1
Cc1ccc(S(=O)(=O)N2C[C@H]3C(=O)C[C@@H](c4ccc(Cl)cc4)N(S(=O)(=O)c4ccc(C)cc4)[C@H]3C[C@H]2c2ccccc2)cc1,-7.7,1.4,-7.6,2.9,-0.2,0.4,/,-0.4,10.7,-3.1
O=C1c2ccc(Oc3cccc([N+](=O)[O-])c3)cc2C(=O)N1c1ccccn1,1.8,-1.4,-5.2,26.5,0.5,-1.0,-6.7,3.5,-0.9,1.9
COc1ccc(NC(C)=O)cc1NC(=O)CSc1nnc(-c2ccccc2)n1N,4.7,-2.4,12.7,-3.0,25.7*,0.3,2.9,4.6,2.1,6.5
COc1ccc(NC(=O)C(c2cc3c(cc2[N+](=O)[O-])OCO3)N(C)c2ccccc2)cc1 (stereo unspecified),11.0,0.6,-5.8,-3.3,-4.3,5.3,-18.5,0.5,1.7,-0.5
CCn1c(CCNC(=O)c2cccs2)nnc1SCC(=O)c1ccc(OC)cc1,6.5,22.4*,3.3,-2.5,4.3,-5.8,-10.0,-5.7,2.6,-2.0
CC(=O)N1N=C(c2ccc3ccccc3c2)OC12CCCC2,2.6,-1.6,-2.8,1.9,1.2,-2.5,7.2,-0.3,-4.2,0.4
N#CC1=C(SCC(=O)NC2CC2)NC(=O)C(C#N)C12CCCCC2 (stereo unspecified),0.9,-0.3,-1.2,-1.3,-2.3,-3.8,3.1,3.4,1.9,1.7
COc1ccc(NCc2cccnc2)cc1,4.8,-0.6,-1.7,-7.4,-2.8,5.0,4.8,-2.4,-0.8,-0.1
O=C(Cc1ccccc1[N+](=O)[O-])NCC1(c2cccc3c2OCO3)OCCO1,6.6,-0.9,-0.2,-3.3,-0.8,3.1,6.0,-2.1,1.7,-2.8
O=C(CNC(=O)c1ccc(Br)cc1)c1ccc(Br)cc1,-4.6,4.9,-0.5,7.7,0.2,-5.1,-3.3,-12.4,-2.4,2.2
O=C(O)C1Oc2cc3ccccc3cc2O1,3.2,-0.4,3.6,0.4,1.0,4.1,22.3,17.8,10.7,5.1
COc1cccc(CNc2nc3cc(-c4cscc4C)sc3c(=O)n2C)c1,-36.2,1.7,4.8,-2.1,-2.2,-4.6,/,-7.1,10.1,-51.0
CCOc1ccc(CCNC(=O)COC(=O)c2cccnc2SC)cc1OCC,0.9,2.5,4.4,-2.1,0.7,-8.2,1.4,-8.5,-7.3,3.8
CN(C(=O)CSc1nnc(Cc2ccccc2F)n1N)C1CCS(=O)(=O)C1 (stereo unspecified),-0.6,-2.9,-1.4,2.1,-2.1,-2.2,0.0,2.1,1.1,-2.6
Cc1nc2sccn2c(=O)c1S(=O)(=O)N1CCN(c2cccc(Cl)c2)CC1,6.2,-0.2,4.0,-10.3,1.0,-4.4,-6.9,3.7,0.6,10.7
CC(NC(=O)COC(=O)c1c[nH]c2ccccc12)c1ccccc1 (stereo unspecified),-3.5,3.4,0.5,-3.2,0.0,-1.9,-8.0,-3.4,0.5,-9.0

# Source: PubChem

# An excerpt; the hit share may differ from the screen's.
